# PI5P4K alpha inh: qHTS for Inhibitors of phosphatidylinositol 5-phosphate 4-kinase (PI5P4K); Phosphatidylinositol 5-phosphate 4-kinase type-2 alpha (Homo sapiens), P48426; PI5P4Kalpha enzyme, ADP-Glo luminescence, 60 min; hits give low values; 330,000 compounds, 1.2% hits; AID 652105, 2013; max response, %; active means max response of -50% or lower; inconclusive means between -30% and -50%; inactive means -30% or higher; further: value at the top dose of about 77 µM; on the % scale 0 is the no-effect control and ±100 the full control effect
#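 Enzyme plus substrate dispensed, test compounds pinned in, then ATP (5 microM final) added. After 60 min at RT, ADP-Glo reagent 1 for 45 min and reagent 2 for 30 min preceded luminescence imaging.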
# EPAC1 agonist: qHTS for Agonist of cAMP-regulated guanine nucleotide exchange factor 3 (EPAC1): primary screen; EPAC1 agonist qHTS, biochemical assay; response scale: 100% = response to 6.5 mM cAMP; Rap guanine nucleotide exchange factor 3 (Homo sapiens), O95398; 360,000 compounds, 0.073% hits; AID 720707, 2013; Potency, µM (top dose mostly 154 µM), for the others: at the top dose activation, actives largely listed as activators; further: potency means the concentration at half of the fitted maximal effect; nearly all actives have a fitted effect of over 60% in size
#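 Fluorescent GDP-exchange assay: 100 nM EPAC1 with 250 nM Rap1B preloaded with BODIPY-GDP and 50 uM GDP; compounds tested as concentration series, 5 min at room temperature, then read every 5 min for 30 min (ex 480/em 540 nm); normalized to 6.5 mM cAMP.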
# EPAC1 antagonist: qHTS for Antagonist of cAMP-regulated guanine nucleotide exchange factor 3 (EPAC1): primary screen; EPAC1 GEF assay, Rap1b-BODIPY-GDP exchange fluorescence; Potency, µM (titrated, usually from 115 µM), for inactives: at the highest dose activity change, negative = inhibition, usual class: inhibitors; 360,000 compounds, 0.14% hits;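 further: potency means the concentration at half of the fitted maximal effect; plate controls were vehicle for no effect and positive control for full effect; nearly all actives have a fitted effect of over 50% in size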
# WRN inhibitor: qHTS for Inhibitors of WRN Helicase; Bifunctional 3'-5' exonuclease/ATP-dependent helicase WRN (Homo sapiens), Q14191; WRN helicase unwinding, fluorescent forked duplex, kinetic; Potency, µM (series often up to 114 µM), for the others: top-dose activity change, negative = inhibition, actives largely listed as inhibitors; 360,000 compounds, 0.46% hits; AID 651768, 2012; further: potency means the concentration at half of the fitted maximal effect; on the % scale 0 is the no-effect control and ±100 the full control effect; nearly all actives have a fitted effect of over 55% in size
# Target sequence (Q14191 whole entry, looked up): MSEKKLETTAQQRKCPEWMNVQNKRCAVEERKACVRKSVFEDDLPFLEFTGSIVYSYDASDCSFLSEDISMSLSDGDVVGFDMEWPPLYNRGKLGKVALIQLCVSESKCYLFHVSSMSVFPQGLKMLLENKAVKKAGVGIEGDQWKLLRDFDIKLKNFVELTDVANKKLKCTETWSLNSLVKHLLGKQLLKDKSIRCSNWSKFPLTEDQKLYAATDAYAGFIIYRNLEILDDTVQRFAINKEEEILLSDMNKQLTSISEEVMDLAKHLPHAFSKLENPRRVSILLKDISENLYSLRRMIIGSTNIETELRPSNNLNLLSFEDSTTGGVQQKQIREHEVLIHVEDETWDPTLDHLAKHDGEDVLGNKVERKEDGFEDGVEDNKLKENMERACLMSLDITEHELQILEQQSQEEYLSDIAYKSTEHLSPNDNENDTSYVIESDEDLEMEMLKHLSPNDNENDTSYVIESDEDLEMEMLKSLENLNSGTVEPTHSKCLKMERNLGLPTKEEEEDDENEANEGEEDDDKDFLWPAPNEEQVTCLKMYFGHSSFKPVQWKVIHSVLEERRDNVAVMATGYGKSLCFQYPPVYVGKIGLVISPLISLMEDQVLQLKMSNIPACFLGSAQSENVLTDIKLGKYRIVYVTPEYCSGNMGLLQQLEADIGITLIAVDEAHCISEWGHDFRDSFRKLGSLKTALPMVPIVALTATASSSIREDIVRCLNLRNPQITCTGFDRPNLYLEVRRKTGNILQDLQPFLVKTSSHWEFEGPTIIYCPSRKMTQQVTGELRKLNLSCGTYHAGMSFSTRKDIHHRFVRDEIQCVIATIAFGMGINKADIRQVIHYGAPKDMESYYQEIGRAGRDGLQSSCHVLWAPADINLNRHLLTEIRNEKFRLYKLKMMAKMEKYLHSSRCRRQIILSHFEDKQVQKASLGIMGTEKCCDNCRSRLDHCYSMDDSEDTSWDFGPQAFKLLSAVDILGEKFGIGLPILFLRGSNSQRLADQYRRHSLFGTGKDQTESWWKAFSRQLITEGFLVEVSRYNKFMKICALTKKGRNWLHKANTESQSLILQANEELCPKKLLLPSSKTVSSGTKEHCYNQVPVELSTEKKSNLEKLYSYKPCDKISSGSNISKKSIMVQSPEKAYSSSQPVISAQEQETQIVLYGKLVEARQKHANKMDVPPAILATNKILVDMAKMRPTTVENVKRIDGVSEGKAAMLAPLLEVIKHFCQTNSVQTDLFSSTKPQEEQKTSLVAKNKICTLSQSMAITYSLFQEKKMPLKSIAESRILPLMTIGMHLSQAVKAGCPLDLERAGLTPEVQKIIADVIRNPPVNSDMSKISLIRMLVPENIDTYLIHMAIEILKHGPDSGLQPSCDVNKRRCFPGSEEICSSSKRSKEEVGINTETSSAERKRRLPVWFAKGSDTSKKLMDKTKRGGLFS
#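 Enzyme (20 nM final) and test compound sit together 15 min at room temperature before substrate addition. Substrate is a single-forked duplex oligonucleotide (100 nM) labelled with fluorophore and quencher, with 2 mM ATP; helicase unwinding raises red fluorescence, read kinetically.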
# FUS yeast rescue: qHTS for Suppressors of FUS Proteinopathy: Primary screen using FUS-linked yeast assay | Potency, µM (doses to about 76.6 µM), inactives show at the highest dose growth rescue (activation), actives largely listed as activators | 390,000 compounds, 0.24% hits | S. cerevisiae FUS-expressing, growth rescue, OD600, 24 h;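 further: potency means the concentration at half of the fitted maximal effect; plate controls were DMSO vehicle for no effect and reference control for full effect; nearly all actives have a fitted effect of over 55% in size; some results filed as inactive show a strong effect at the top dose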
#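 Restored growth of FUS-toxic S. cerevisiae, read as 600 nm absorbance after 24 h at 30C in galactose medium (starting OD 0.005). Controls CP55940 and DMSO.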
# PLK1 PBD inh: qHTS for Inhibitors of PLK1-PDB (polo-like kinase 1 - polo-box domain): Primary Screen. 360,000 compounds, 2.8% hits. Potency, µM, without a hit: max response, negative = inhibition, most hits filed as inhibitors. AID 720504, 2013. Plk1 PBD binding of FITC phosphopeptide, fluorescence polarization. Serine/threonine-protein kinase PLK1 (Homo sapiens), P53350; further: potency means the concentration at half of the fitted maximal effect; series mostly up to about 57 µM; on the % scale 0 is the no-effect control and ±100 the full control effect; nearly all actives have a fitted effect of over 65% in size
# Abeta rescue: qHTS for compounds that reverse cellular toxicity of Amyloid beta (A-beta) peptide in yeast: Primary Screen. yeast expressing A-beta42, growth rescue, OD600, 48 h; response scale: 0% DMSO, 100% iron-clioquinol control. Potency, µM (top dose mostly 46.1 µM), for inactives: top-dose growth rescue, usual class: activators. 410,000 compounds, 0.063% hits; further: potency means the concentration at half of the fitted maximal effect; nearly all actives have a fitted effect of over 55% in size
#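 Yeast growth medium received pinned compounds, then yeast cells expressing toxic A-beta were added; plates incubated at 30 C for 48 hr. Growth read as absorbance at 600 nm, normalized to DMSO and equimolar FeCl3 plus clioquinol controls.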
# aSyn yeast inh: qHTS of alpha-syn Inhibitors. Yeast expressing alpha-synuclein, growth rescue, BacTiter-Glo, 24 h. Potency, µM (top dose mostly 46.1 µM), for the others: at the highest dose growth rescue (activation), most hits filed as activators. AID 652106, 2013. 370,000 compounds, 0.14% hits; further: potency means the concentration at half of the fitted maximal effect; % of control where 0% means no effect; nearly all actives have a fitted effect of over 65% in size
#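 Rescue of yeast growth: cells expressing toxic alpha-synuclein, induced in galactose at OD600 0.02, incubated with compound 24 h at 30 C. ATP luminescence quantified growth; inhibitors of toxicity appear as activators.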
# IL-2 act: qHTS of IL-2 Activators. activation, % (series mostly up to about 46 µM). AID 652025, 2013. IL-2 activation reporter assay, cell-based qHTS; stimulated with anti-CD3/CD4/CD28 beads; in transgenic mouse T cells. 360,000 compounds, 0.065% hits; in the data active means activation above about 50%; inconclusive means mostly about 30% to 49%; further: 0% is about no effect
#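 EGFP and DsRed fluorescence is measured by plate cytometry in unstimulated transgenic mouse T cells exposed to compound for 60 minutes, then stimulated 18 hours at 37 degrees C with anti-CD3/anti-CD4 beads plus anti-CD28.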
# An asterisk follows results filed as active; ? = inconclusive; . = not tested or not shown; [ ] = dose if it differs, or a comment. Unless noted, the call rests on the fitted dose curve; in most records, active means well fitted curve in the direction sought with a large enough effect; inconclusive means small, poorly fitted or top-dose-only effect, or another doubt; inactive means no such curve, though single readings can be large; an effect the other way counts as inactive or inconclusive.
# Every second line gives: IL-2 act, EPAC1 agonist, EPAC1 antagonist, PI5P4K alpha inh, Abeta rescue, aSyn yeast inh, FUS yeast rescue, WRN inhibitor, PLK1 PBD inh
O=C(N/N=C/c1ccc(O)c([N+](=O)[O-])c1)C1CC1(c1ccccc1)c1ccccc1 (stereo not drawn)
 : 1.2, -2%, ?, ?, -8%, 3%, 13%, ?, ?
CC(Sc1nc2ccccc2c(=O)n1C)C(=O)N(C)C1CCCCC1 (stereo not drawn)
 : -5.3, -10%, -16%, 0, -30%, -8%, 34%, 13%, -12%
Cc1ccc(-c2nnn(CC(=O)N3C(C)CCCC3C)n2)cc1 (stereo not drawn)
 : 2.8, 11%, -3%, 5, 6%, 4%, 11%, -17%, -27%
O=C(CN1C(=O)c2cccc3cccc(c23)C1=O)N1CCN(c2ccccn2)CC1
 : -6.1, 9%, 2%, 1, -9%, -2%, 20%, -29%[57.1 µM], -20%
COc1ccccc1C(=O)NNC(=O)c1ccc(O)cc1
 : -2.7, -2%, 5%, -12, 0%, 1%, -37%, 12%, -3%
COc1ccc(C(=O)Nc2nc(C)cs2)cc1S(=O)(=O)N1CCCC1
 : -2.5, 0%, -15%, -3, -5%, -2%, 19%, -10%, ?
NC(=O)c1ccc(Br)c(S(=O)(=O)N2CCCCC2)c1
 : -1.8, 4%, -8%, ., 10%, 1%, 4%, -4%, -2%
Cc1ccc(OCC(=O)c2c(O)c3ccccc3oc2=O)cc1C
 : 0.0, -10%, -4%, -8, -8%, 11%, 3%, -6%, -18%
NS(=O)(=O)c1ccc(NC(=O)c2ccc(-c3ccccc3)cc2)cc1
 : -0.7, -4%, ?, -21, -7%, 4%, 21%, -28%, ?
COc1ccc(C(=O)n2c(C)c(CCO)c(=O)n2C)cc1
 : -0.9, 8%, -15%, 1, -19%, 10%, 2%, -4%, -1%
N#Cc1ccc(S(=O)(=O)N2CCN(CC(=O)Nc3ccccc3C(=O)NC3CC3)CC2)cc1
 : 1.1, -6%, 7%, -2, 3%, 0%[1.84 µM], 4%, 2%, -8%
CN1CCN(Cc2nc3c(c(=O)n(C)c(=O)n3C)n2CCCc2ccccc2)CC1
 : -1.2, -14%, 2%, 2, 15%, -4%, -8%, 10%, -5%
CC1CC1C(=O)OCC(=O)Nc1cccc(Br)c1 (stereo not drawn)
 : -1.2, 10%, -16%, 2, 12%, -5%, -5%, -5%, 0%
CCC(=O)N1Cc2cc(C(=O)NCC(F)(F)F)nc(-c3cccc(-c4cncnc4)c3)c2[C@@H]1CCO
 : 0.1, -1%, 1%, 1, -13%, -2%, 6%, -2%, -9%
CC(NC(=O)C1CCC1)c1ccc(Cl)cc1 (stereo not drawn)
 : -0.4, 0%, -1%, 2, 28%, -2%, 0%, -6%, -1%
N#CC1(NC(=O)COC(=O)c2ccccc2[N+](=O)[O-])CCCCC1
 : -2.1, 2%, 5%, 3, 2%, 0%, 8%, 3%, -4%
CC1=C(CC(=O)O)c2cc(F)ccc2/C1=C/c1ccc(S(C)=O)cc1 (stereo not drawn)
 : 0.8, 2%, -15%, -16, 4%, 4%, -28%, -14%, -25%
C=CC[N@@+]12CC[C@]34c5ccccc5N5/C=C6\C7N(/C=C(\C53)[C@@H](C[C@@H]41)/C(=C/CO)C2)c1ccccc1[C@@]71CC[N@@+]2(CC=C)C/C(=C\CO)[C@@H]6C[C@@H]12 (stereo partly drawn)
 : 0.0, -26%, 2%, -2, -7%, 5%, -11%, -12%, -1%
COC(=O)c1ccccc1N/C=C1\CCc2c(c(C)nn2-c2ccccn2)C1=O
 : 0.0, 10%, 0%, -4, -12%, 15%, -19%, -13%, -14%
O=C(N/N=C/c1ccc(OC2CSC2)cc1)c1ccc(CN2CCOCC2)cc1
 : -4.8, -5%, -3%, 0, -27%, 0%, 14%, 0%, -23%
CCOC(=O)C1=C(N)Oc2c(c(=O)[nH]c3ccccc23)C1c1ccccc1 (stereo not drawn)
 : 2.9, 0%, -1%, ., 31%, 8%, 33%, -12%, -6%
CC(=O)Nc1c(C(=O)O)oc2ccc(Cl)cc12
 : 0.1, 3%, -4%, -1, -12%, -2%, ., -25%, -6%
O=C(CCCSc1nc2ccccc2[nH]1)Nc1ccccc1
 : -2.6, 1%, -6%, 13, -3%, -1%, 6%, -8%, 0%
O=C(COc1ccc(/C=N/NS(=O)(=O)c2ccccc2)cc1)NCc1ccccc1
 : -0.6, 2%, 10%, -7, -3%, 1%, 5%, -4%, -10%
COc1cccc(-c2cn3nc4c(nc3n2)CCCC4)c1
 : -0.5, 16%, 0%, ?, -12%, -10%, 29%, -13%, 30%
Cn1c(N)c(C(=O)COC(=O)/C=C/c2ccc(Cl)c(Cl)c2)c(=O)n(C)c1=O
 : 0.1, 13%, -6%, 7, -8%, -10%, -2%, 7%, -8%
CCCCNC(=O)CSc1nc(N)c(C(=O)Nc2ccc(OC)cc2)s1
 : -0.3, -1%, 0%, 3, 7%, 0%, 11%, -5%, -12%
COc1ccc(CN2C(=O)/C(=C/c3ccncc3)SC2=S)cc1
 : 0.5, 20%, 4%, 1, 7%, 9%, -5%, -36%, ?
COc1cccc(-c2csc(N3CCN(Cc4ccccc4)CC3)n2)c1
 : -0.9, 13%, -6%, ., -1%, 1%, 39%, -7%, ?
NC(=O)c1ccsc1NC(=O)c1ccc([N+](=O)[O-])o1
 : 0.3, 6%, -11%, -52*, -8%, -4%, -16%, -9%[11.6 µM], -26%
Cc1nc2ccccc2c2oc(C(=O)N3CCCC(C)C3)cc12 (stereo not drawn)
 : -0.5, -1%, 6%, 0, 4%, 5%, -10%, 0%, -9%
CC[C@@H](NCCCn1ccc(NC(=O)OCc2ccccc2)nc1=O)c1ccccc1
 : -0.9, 0%, 14%, -2, 5%, 6%, 4%, -8%, -2%
CN(C(=O)COC(=O)c1cccc(Cl)c1)C1CCS(=O)(=O)C1 (stereo not drawn)
 : 0.5, -16%, -5%, -10, 7%, 1%, 1%, 5%, -4%
COc1cc2ccccc2cc1C(=O)Nc1cccnc1
 : -0.9, -1%, -18%, -1, 2%, -1%, 26%, -6%, -7%
N#C/C(=C\c1ccc(O)c(O)c1)S(=O)(=O)c1ccccc1
 : 0.2, 6%, ?, -20, -16%, -4%, 20%, -27%, -22%
Cc1ccc(C(=O)NCC(=O)N2CCN(c3ccccc3)CC2)cc1
 : 0.4, 14%, 4%, 2, -13%, 0%, -7%, 1%, -4%
COC(=O)CSc1nc(C)c(Oc2ccccc2)c(=O)[nH]1
 : 0.8, -5%, 10%, 3, 3%, -9%, -6%, -6%, -2%
COc1ccc(/C=C/C(=O)Nc2ccccc2C(=O)NCC(c2ccc(OC)cc2)N(C)C)cc1 (stereo not drawn)
 : -2.1, -7%, -6%, 9, 5%, -1%, 31%, 3%, 2%
CCC(=O)Nc1ccc(N2CCCCC2)c(C(=O)Nc2ccc(OC)cc2)c1
 : -0.4, ?, -16%, 2, -7%, 0%, 21%, -4%, 0%
CCCCOc1ccc(-c2ncc(Cl)cn2)cc1
 : 1.1, -6%, 5%, ., -9%, 0%, 25%, -17%, -2%
Cc1ccc(S(=O)(=O)CCSc2nc(C)cc(C)c2C#N)cc1
 : -1.9, 9%, -5%, ., -7%, 0%, -2%, -11%, 1%
O=C(COC(=O)CSc1ccc2ccccc2c1)NC1CC1
 : 1.3, 10%, 0%, 3, ?, 8%, -3%, -7%, -5%
Cc1ccc(CN2CC(C(=O)N3CCN(S(=O)(=O)c4ccc(C(C)C)cc4)CC3)CC2=O)cc1 (stereo not drawn)
 : -6.1, -6%, -22%, 6, 2%, 0%, ?, -1%, 1%
CCc1ccccc1NC(=O)c1ccc(-n2c(C)ccc2C)cc1
 : 2.1, 3%, 4%, -4, 22%, 2%, 23%, -1%, 5%
Nc1c(OS(=O)(=O)c2ccccc2)cccc1OS(=O)(=O)c1ccccc1
 : -3.5, 17%, -19%, 14, 1%, 11%, 26%, -11%, -19%
COc1ccc(-c2nnc(SCC(=O)N3CCN(c4ccccc4)CC3)o2)cc1OC
 : -1.0, 1%, -19%, 3, -7%, 2%, -19%, -2%, ?
O=C1N(Cc2cccnc2)C[C@@H]2C[C@@H](c3ccc(C(F)(F)F)cc3)N3CCC[C@@]123
 : 0.4, -5%, 1%, 1, 8%, 1%, 0%, 3%, -8%
CCOc1ccccc1N1CC(C(=O)N(C)Cc2cccnc2)CC1=O (stereo not drawn)
 : -0.1, 5%, -24%, 8, 0%, 0%, 9%, 1%, -8%
CCOc1ccc(NC(=S)NC23CN4CN(CN(C4)C2)C3)cc1
 : 0.4, 2%, 13%, -4, -5%, 1%, -2%, 2%, -6%
CC(=O)N1CCN(CC(=O)Nc2cc(F)ccc2C)CC1
 : 0.3, 9%, 10%, 4, 7%, -14%, 19%, ?, -12%
O=C(C1CC1)N1CCN=C1SCc1ccc(F)cc1
 : 0.7, -18%, -2%, 0, -5%, -5%, -9%, 2%, 1%
CCOc1ccccc1C(=O)NC(C(=O)N(C)c1c(N)n(Cc2ccccc2)c(=O)[nH]c1=O)C(C)C (stereo not drawn)
 : 0.4, -5%, -11%, 2, 26%, -1%, 15%, -3%, -3%

# Some values from the results shown.
# EPAC1 agonist with Nc1c(OS(=O)(=O)c2ccccc2)cccc1OS(=O)(=O)c1ccccc1 stands at 17%
# aSyn yeast inh with CCOc1ccc(NC(=S)NC23CN4CN(CN(C4)C2)C3)cc1 stands at 1%
